# Compound activity: PubChem, several laboratories
# FXN GAA850 act = increases GAA850 frataxin promoter reporter activity. actives 0.56% (n = 360,000). AID 540364. activation, % at 6 µM. HEK293 lucGAA850 FXN promoter luciferase reporter, 24 h; percent of 10 µM SAHA response;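 active means activation above the average of all compounds screened plus 3 SD, cutoff fixed separately per campaign, cut at about 7.5% in these data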;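 further: 0% = DMSO wells and 100% = 10 µM SAHA wells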
# ADAM17 inh = inhibits human ADAM17; AID 720648; inhibition, % at 6.95 µM; recombinant ADAM17, EDANS/DABCYL FRET peptide cleavage; actives 0.83% (n = 370,000);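 active means inhibition above the mean of compounds lying between control limits plus 3 SD, set per campaign, cut at about 8.5% in these data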;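 further: 0% = DMSO-only wells as the low control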
# hgDAF12 agonist = agonists of H. glycines DAF-12 nuclear receptor; HEK293 GAL4-hgDAF12 UAS-luciferase reporter, agonist luminescence; normalized to butyrate control; actives 1.8% (n = 370,000); activation, % at 6.8 µM; AID 687014;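 active means activation above a cutoff set at the mean of all screened compounds plus 3 SD, cut at about 10% in these data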;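 further: 0% = DMSO wells and 100% = sodium butyrate wells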
# NPR1 activator = GC-A (human) enzyme activation; HEK293 GC-A cells, cGMP TR-FRET, EC30 ANP; 0% at EC30 ANP, 100% saturating ANP; activation, % at 10 µM; actives 0.14% (n = 370,000); AID 1671463; in the data active means activation above about 40%
# DAX1 inh-1 = inhibitors of DAX1 repression of SF-1 activated StAR promoter. HEK293T StAR-luciferase reporter, SF-1/DAX-1 repression relief. inhibition, % at 6.8 µM. actives 1.1% (n = 370,000). AID 652010;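 active means inhibition above the mean over all tested compounds plus 3 SD, cut at about 3.6% in these data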;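 further: 0% = DAX-1 cells with DMSO and 100% = cells lacking DAX-1 with DMSO; higher inhibition means more luminescence from relief of DAX-1 repression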
# hcDAF-12 act = activates DAF-12 receptor from parasite H. contortus | HEK293 hcDAF-12 lit1-tk-luc reporter, luminescence; 0% DMSO, 100% Δ7-dafachronic acid | activation, % at 6.8 µM | actives 1.4% (n = 370,000) | AID 652067;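 active means activation above the mean of all tested compounds plus 3 SD, cut at about 5.5% in these data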;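 further: 100% = response to 3 µM Δ7-dafachronic acid high control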
# DAX1 inh-2 = NR0B1 (DAX1) inhibition | HEK293 Gal4-DAX1 luciferase reporter, luminescence | inhibition, % at 6.75 µM | actives 0.99% (n = 340,000) | AID 504766;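 active means inhibition above the mean over all tested compounds plus 3 SD, cut at about 4.2% in these data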;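 further: 0% = DAX1-transfected cells with DMSO and 100% = empty-vector control cells with DMSO; inhibition shows as a rise in luminescence from relieved DAX1 repression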
# Target sequence (P51843 207-470 limits assumed): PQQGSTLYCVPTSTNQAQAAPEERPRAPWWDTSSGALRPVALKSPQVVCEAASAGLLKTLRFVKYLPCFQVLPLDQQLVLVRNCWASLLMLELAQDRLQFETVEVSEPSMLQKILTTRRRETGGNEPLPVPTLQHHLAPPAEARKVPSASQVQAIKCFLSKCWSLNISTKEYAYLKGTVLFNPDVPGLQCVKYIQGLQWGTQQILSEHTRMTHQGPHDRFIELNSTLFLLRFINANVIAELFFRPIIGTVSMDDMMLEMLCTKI
# SMARCA2 act = SMARCA2 function activation, primary screen | activation, % at 9.1 µM | MG213 cells, MMTV-luciferase reporter, dexamethasone, overnight | actives 1% (n = 370,000); in the data active means activation above about 7.8%;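 further: 0% = vehicle wells and 100% = reference activator wells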
# ADAM10 inh = inhibits human ADAM10. O14672. recombinant ADAM10, EDANS/DABCYL FRET peptide cleavage, 3 h. inhibition, % at 7 µM. actives 0.62% (n = 370,000). AID 720582;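 active means inhibition above a per-campaign cutoff equal to the mean of compounds falling between control-based bounds plus 3 SD, cut at about 20% in these data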;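 further: 0% = DMSO wells while the 100% control is not disclosed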
# Target sequence (O14672 214-748 limits assumed): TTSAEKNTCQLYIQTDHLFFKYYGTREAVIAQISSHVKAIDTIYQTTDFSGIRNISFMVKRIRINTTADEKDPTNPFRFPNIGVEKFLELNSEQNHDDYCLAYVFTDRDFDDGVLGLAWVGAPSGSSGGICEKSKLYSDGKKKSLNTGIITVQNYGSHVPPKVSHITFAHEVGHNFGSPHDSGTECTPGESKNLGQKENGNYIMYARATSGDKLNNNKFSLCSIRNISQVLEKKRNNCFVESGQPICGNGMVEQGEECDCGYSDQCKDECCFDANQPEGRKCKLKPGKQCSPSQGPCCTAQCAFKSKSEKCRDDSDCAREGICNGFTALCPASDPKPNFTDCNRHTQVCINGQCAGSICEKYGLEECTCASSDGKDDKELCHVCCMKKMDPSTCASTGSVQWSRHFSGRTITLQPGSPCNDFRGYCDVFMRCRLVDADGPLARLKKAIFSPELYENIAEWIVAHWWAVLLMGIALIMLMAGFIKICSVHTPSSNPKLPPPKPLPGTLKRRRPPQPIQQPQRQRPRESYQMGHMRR
# PG9 Ab binder = binds the HIV-1 gp120 antibody PG9. TR-FRET gp120-PG9 antibody binding. inhibition, % at 6.7 µM. actives 0.43% (n = 360,000). AID 624416; in the data active means inhibition above about 8.5%
# ssDAF-12 act = activators of S. stercoralis DAF-12 nuclear receptor; HEK293 ssDAF-12/GRIP1 lit1-tk-luc reporter, luminescence; % of 3 µM dafachronic acid response; activation, % at 6.8 µM; actives 1% (n = 370,000);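 active means activation above the mean over all tested compounds plus 3 SD, cut at about 0.9% in these data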;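 further: 0% = DMSO-only wells and 100% = 3 µM delta7-dafachronic acid wells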
# * hit, by the source's call; i = inactive; / = no result given. These rows are one share of the data (hit frequency here may not be typical).
SMILES,FXN GAA850 act,ADAM17 inh,hgDAF12 agonist,NPR1 activator,DAX1 inh-1,hcDAF-12 act,DAX1 inh-2,SMARCA2 act,ADAM10 inh,PG9 Ab binder,ssDAF-12 act
CCOC(=O)c1c(N)n(Cc2ccco2)c2nc3ccccc3nc12,-0.9,i,-1.3,17.8,-0.1,-0.9,-0.1,0.9,i,1.8,-1.2
O=C(O)C1C2c3ccccc3C(=O)C1(C(=O)O)c1ccccc12 (configuration not stated),0.5,-1.6,3.2,-1.4,0.4,1.2,2.4,-1.3,-3.0,-2.1,-1.0
CC(N)Cc1cn(Cc2ccccc2)c2ccccc12 (configuration not stated),0.2,-1.7,-1.6,-26.7,-0.8,-2.1,-1.5,-4.0,-5.9,1.9,-1.5
CC12CCC(=O)C=C1CCC1C2C(O)CC2(C)C(O)CCC12 (configuration not stated),-1.8,-3.4,2.7,0.1,-0.9,-0.7,0.1,-1.8,-4.6,-1.7,-1.2
CN(C)C(=O)Oc1ccc(OCc2n(C)c3ccccc3[n+]2C)cc1,2.8,0.5,-1.6,5.5,0.0,-1.5,-1.3,-1.3,0.3,-1.4,-1.7
O=c1cccc2n1CC1CC2CN(c2ncnc3c2cnn3-c2ccccc2)C1 (configuration not stated),1.4,-2.6,1.1,-2.5,0.1,-0.1,0.3,0.5,-1.3,0.8,-1.1
Cc1cc(C(=O)Nc2ccccc2)nn1C(C)(C)C,2.8,-9.9,4.5,4.7,0.8,1.6,2.7,-2.2,6.2,-1.7,-0.7
CCOC(=O)c1c(C)n(Cc2ccccc2)c2ccc(OCC(O)Cn3nc(C)nc3C)cc12 (configuration not stated),2.0,4.1,-4.2,23.9,-0.5,-5.0,0.9,-3.3,-4.0,-0.5,-1.5
CCCOC(=O)C1C2c3ccccc3C(c3ccccc32)C1C(=O)O (configuration not stated),-1.0,-0.6,-1.6,-1.1,-0.5,-2.1,0.4,0.1,-0.5,-1.4,-1.2
CC1(C)C2CC=C(CN3CCOCC3)C1C2 (configuration not stated),-1.0,1.2,-1.0,7.2,1.5,-0.7,0.3,0.2,1.2,-0.1,-1.8
CC(=NCc1cccnc1)c1c(O)n(-c2ccc(C)cc2)c(=O)[nH]c1=O,-2.7,4.3,-0.4,1.4,0.0,1.2,0.5,-5.9,-0.6,-1.2,-1.2
CCOC(=O)[C@]12Cc3ccccc3[C@H]1N(Cc1ccccc1)C(=O)c1cc(F)c(F)cc12,/,-2.2,0.9,-9.9,-0.5,1.8,/,-5.5,-0.9,0.0,-1.3
Cc1ccc(N2C(=O)NC(=O)/C(=C\c3cnc(-c4ccccc4)nc3)C2=O)cc1,4.1,1.2,3.0,2.1,0.6,-1.9,1.4,1.9,-1.6,-0.2,-0.9
Cn1cc(C(=O)N2CCCCC2)c2ccccc21,1.0,-1.6,0.3,-0.2,0.6,0.4,-0.3,2.0,-0.4,0.0,-0.8
Cn1cccc1C1CCCN1CC(=O)Nc1ccc(C#N)c(Cl)c1 (configuration not stated),-1.3,0.4,0.7,-2.4,-1.3,-1.1,-1.5,-4.5,6.8,0.1,-0.9
CC(=O)Nc1ccc(OCCF)cc1,3.1,-2.1,-0.5,-0.5,-0.3,-2.0,-0.4,-3.3,-3.1,-1.6,-1.7
COc1cc(C(=O)N/N=C/C23CC[C@@H](O)CC2(O)CC[C@@H]2[C@@H]3CCC3(C)C(C4=CC(=O)OC4)CCC23O)ccc1O (some centres not stated),-1.1,-3.8,2.8,-0.1,0.2,-0.8,2.2,-0.9,4.7,0.5,-0.9
Cn1c(O)c(/C=C/C=Nc2ccccc2)c(=O)n(C)c1=S,0.3,-3.1,3.9,5.4,0.7,1.9,-0.7,-1.2,-14.8,-4.6,-0.3
C=C[C@H]1CN2CC[C@H]1C[C@@H]2[C@@H](O)c1ccnc2ccccc12,-2.0,-1.6,-2.4,-9.2,1.1,1.1,0.5,4.2,0.8,-0.9,-1.2
C[C@H](CO)N1C[C@H](C)[C@@H](CN(C)C(=O)Oc2ccccc2)OCc2cnnn2CCCC1=O,0.0,-2.4,-0.8,1.8,-0.3,-2.2,-0.6,1.2,-4.8,1.8,-1.2
CCC(=NCC1CCCO1)c1c(O)n(-c2ccccc2C)c(=O)[nH]c1=O (configuration not stated),0.6,-2.3,-2.4,9.9,0.7,-0.2,0.0,-1.6,-8.1,-0.3,-1.6
C=C[C@@]12CN(C)[C@H]3[C@H]1[C@@]1(C(=O)Nc4ccccc41)C1CC2[C@@H]3CO1,-0.9,2.0,2.4,2.0,0.6,-0.6,1.4,-1.1,6.8,-0.9,-0.3
COc1ccc(Br)cc1CNCCc1ccc2c(c1)OCO2,-1.1,-3.6,0.4,-19.4,-0.4,-1.1,1.9,-1.3,5.1,-1.3,-1.8
Brc1ccccc1CNCCc1ccc2c(c1)OCO2,-0.5,-3.8,-0.8,-8.0,-0.2,-0.9,0.5,-1.8,-5.9,0.7,-1.1
C=CCn1cc(C=C2C(=O)NC(=O)NC2=O)c2ccccc21,2.2,-1.6,2.7,-61.7,0.5,1.7,0.1,-1.8,-1.3,-0.5,-0.6
O=C1NC(=O)C(=Cc2ccc(-c3ccc(F)cc3O)o2)C(=O)N1,4.7,-1.3,3.4,57.3*,-0.2,-1.7,1.1,2.5,-4.9,-1.6,-1.7
CCN(CC)C(=O)c1ccc(NC(=O)COc2ccc(-c3nn(C)c(=O)c4ccccc34)cc2)cc1,-1.1,-3.9,-4.5,2.2,-1.1,-3.6,-2.5,-4.9,-0.8,-3.3,-1.9
C[C@]12CCC3C(CC[C@H]4C[C@H](O)CC[C@]34C)C1C[C@@H](CCCCl)[C@@H]2O (some centres not stated),-1.7,2.1,-0.4,-1.6,-0.8,-1.8,/,-0.8,7.8,0.2,-1.3
Oc1ccc(Cl)cc1CN1CCN(Cc2ccccc2)CC1,0.9,-1.4,-0.6,1.4,0.1,-0.2,-0.1,-0.1,9.5,-1.5,-0.7
O=C(Nc1ccc(C(F)(F)F)cc1)OC1CN2CCC1CC2 (configuration not stated),2.5,-3.5,2.1,-3.7,0.0,0.6,0.1,-3.7,-1.3,-0.5,-0.8
Cc1nnc(SCc2nc3ccccc3c(=O)n2-c2ccccc2Cl)n1N,1.0,-3.8,2.0,-4.9,-0.6,-0.1,-1.3,-0.6,-3.4,1.0,-1.2
CCOC(=O)Cn1cc(C(=O)c2ccccc2)c2ccccc21,-0.8,2.2,1.2,0.2,0.3,-0.4,-0.6,-2.4,0.4,1.1,-0.7
O=S(=O)(c1ccc(Cl)cc1Cl)N1CCCC1c1cccnc1 (configuration not stated),1.1,-1.2,-1.9,3.4,0.2,-0.6,0.8,-2.4,-3.8,-0.1,-0.7
Cc1nn(Cc2ccccc2)c(Cl)c1C(=O)Nc1ccc(OC(F)(F)F)cc1,-1.7,-0.1,-0.7,1.4,-1.0,-1.6,-1.9,-1.3,-0.9,1.3,-1.5
O=C(CCCN1CCC2(CC1)C(=O)NCN2c1ccccc1)c1ccc(F)cc1,-0.1,-2.1,-4.8,-14.8,2.9,-1.6,-0.8,-1.8,-4.8,-1.8,-1.0
N=C1c2ccccc2CN1c1ccc(F)c([N+](=O)[O-])c1,3.5,-3.7,-3.8,3.1,-0.7,-2.4,1.7,3.2,1.4,-0.6,-1.6
COc1cc(CCN)ccc1O,1.7,-1.2,2.9,3.3,-0.2,-2.1,0.7,-4.3,-4.8,-1.0,-1.1
COc1ccc(C(=O)C2CCCN(CCO)C2)c(C)c1 (configuration not stated),1.4,-3.3,2.0,-4.6,0.2,1.0,1.7,-3.4,-3.0,-1.4,0.0
CC[N+](C)(CC)CCCCOc1ccc2c(c1)C(=O)c1cc(OCCCC[N+](C)(CC)CC)ccc1-2,0.9,1.4,2.8,-21.3,0.5,-1.3,5.5*,-0.5,1.1,-15.4,-1.7
C=CCn1c(O)c(C(CC)=Nc2ccc(N(C)C)cc2)c(=O)[nH]c1=O,2.1,-0.1,-3.0,-0.9,-0.5,-0.7,/,2.8,-3.7,-8.0,-1.5
COc1ccc(CCNCc2ccc(F)cc2)cc1OC,1.4,-4.0,-0.2,0.3,-0.2,-1.3,0.1,-1.2,-2.2,-0.8,-0.8
CCN1C(=O)/C(=C/c2ccc3c(c2)CCN3CCCCl)C(=O)NC1=S,-0.3,-1.6,2.2,-7.3,-0.6,3.0,-0.1,0.7,-5.8,-1.9,1.7*
O=C(CCC(=O)N1CCC2(CC1)OCCO2)Nc1nnc(C2CCCCC2)s1,0.1,2.1,1.8,-1.4,0.4,-2.2,-0.2,-3.1,-3.2,-2.3,-1.8
CC(O)C1C=CC=CC(=O)OC2CC3OC4C5OC5(C)CCC4(COC(=O)C4OC4(C)C(O)CO1)C2(C)C31CO1 (configuration not stated),-15.4,-2.1,-15.3,0.8,-9.7,-5.5,-6.7,-10.9,-0.7,-0.4,-2.9
CC(C)CNC(=O)c1c(N)n(Cc2ccc3c(c2)OCO3)c2nc3ccccc3nc12,-0.1,-30.4,-2.8,14.9,-0.6,0.3,-0.2,-2.3,-90.1,0.5,-1.2
C=CCn1c(O)c(/C(CC)=N/NC(=S)Nc2ccccc2)c(=O)[nH]c1=O,1.0,-2.5,1.6,-0.5,0.6,-0.8,-0.7,-0.1,4.6,-2.2,-1.2
COc1cccc(NP(=O)(Oc2ccccc2)Oc2ccccc2)c1,-2.4,6.5,-1.1,-16.8,-1.2,-1.7,-2.6,1.8,13.7,-1.5,-1.6
CC(C)CN1Cc2cc(-c3ccccc3)ccc2-n2nncc2C1,/,-5.6,3.5,0.6,2.0,0.4,/,-2.6,-30.1,-2.0,-1.3
CC12CC[C@H]3[C@@H](CCC4(O)C[C@H](O)CCC34/C=N/NC(=O)Cc3ccccc3)C1(O)CCC2C1=CC(=O)OC1 (some centres not stated),1.3,-0.7,0.1,2.4,-0.2,-1.2,1.0,3.8,-0.4,0.7,-1.0
O=C(Cn1ncc2ccccc21)N1CCC2(CC1)OCCO2,0.1,-2.2,0.7,3.1,-0.4,1.8,0.7,2.2,8.3,-0.1,-0.6
COc1ccc(CCNCc2ccncc2)cc1,1.3,-4.4,-0.9,-0.1,-0.1,-1.1,-0.3,-0.3,-0.5,0.8,-1.6
CC(C)(C)c1ccc(CN2C(=O)CN=C(c3ccccc3)c3ccccc32)cc1,0.7,0.5,-2.8,-6.0,-0.8,-2.1,-0.8,-3.4,5.4,1.8,-1.7
C=CC12CN(C)[C@@H]3C4CO[C@H](C[C@H]41)[C@]1(C(=O)Nc4ccccc41)[C@@H]32 (some centres not stated),0.1,0.2,0.1,2.9,-0.7,-0.8,1.3,-0.4,-16.7,-0.6,-0.7
Cc1ccccc1-c1ccc2c(c1)C1c3c(-c4ccccc4)nnn3-c3ccccc3C(=O)N1CC2 (configuration not stated),/,-2.7,1.3,-5.1,1.0,0.0,/,5.3,-0.6,-1.6,-0.3
CCOc1ccc(N2C(=O)CC(=O)NC2=O)cc1,-1.1,-2.4,-0.4,-6.7,-0.4,-0.7,0.9,-1.8,-6.2,-1.2,-0.7
